Mtb FBA inh: Mtb FBA enzyme inhibitors, primary screen, biochemical, fluorescence, strain H37Rv. 360,000 compounds, 2.3% hits. inhibition, % at 1 µM. Fructose-bisphosphate aldolase (Mycobacterium tuberculosis (strain ATCC 25618 / H37Rv)), …. purified M. tuberculosis FBA, fluorescence read-out. AID 588726, 2011; in the data active = inhibition above about 27%;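 note: 0% = vehicle and 100% = reference inhibitor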
Target sequence (P9WQA3 whole entry, looked up): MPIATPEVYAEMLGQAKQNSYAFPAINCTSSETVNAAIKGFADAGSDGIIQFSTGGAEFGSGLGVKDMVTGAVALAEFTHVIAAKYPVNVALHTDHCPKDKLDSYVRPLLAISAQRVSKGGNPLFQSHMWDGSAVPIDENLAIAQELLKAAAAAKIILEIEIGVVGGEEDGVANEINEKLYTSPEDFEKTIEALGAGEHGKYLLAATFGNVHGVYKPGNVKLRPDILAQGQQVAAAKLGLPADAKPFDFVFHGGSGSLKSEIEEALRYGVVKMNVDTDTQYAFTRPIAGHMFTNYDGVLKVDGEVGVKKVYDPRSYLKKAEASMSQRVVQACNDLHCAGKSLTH
DUSP3 inh: VHR1 phosphatase inhibitors, primary screen, biochemical, absorbance, uHTS; recombinant VHR phosphatase, pNPP absorbance; inhibition, % at 13.3 µM; 290,000 compounds, 0.52% hits; AID 1654, 2009; in the data active = inhibition above about 50%; note: some compounds called inactive have numbers as strong as hits
Target sequence (P51452 whole entry, looked up): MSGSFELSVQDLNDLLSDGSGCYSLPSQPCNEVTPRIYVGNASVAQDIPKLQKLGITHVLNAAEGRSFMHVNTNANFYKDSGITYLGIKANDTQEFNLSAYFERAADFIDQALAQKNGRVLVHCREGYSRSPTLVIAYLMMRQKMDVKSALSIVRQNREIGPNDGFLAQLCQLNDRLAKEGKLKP
GDH-TPI counter: GDH-TPI coupling enzyme inhibitors, primary screen, artefact control for M. tuberculosis FBA inhibitor project, biochemical, absorbance, full deck | GDH-TPI coupled enzyme counterscreen, NADH absorbance | 360,000 compounds, 1.2% hits | inhibition, % at 4.8 µM; in the data active = inhibition above about 30%;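 note: 0% = DMSO wells and 100% = wells lacking the enzyme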
Rv3671c inh: Rv3671c serine protease inhibitors, primary screen, biochemical, fluorescence polarization, M. tuberculosis H37Rv | P9WHR9 | inhibition, % at 5.96 µM | 320,000 compounds, 0.048% hits | AID 2606, 2010; in the data active = inhibition above about 38%;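 note: extracellular domain of Rv3671c used as enzyme; 0% = enzyme with DMSO and 100% = no enzyme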
Target sequence (P9WHR9 whole entry, looked up, the tested form may be a part): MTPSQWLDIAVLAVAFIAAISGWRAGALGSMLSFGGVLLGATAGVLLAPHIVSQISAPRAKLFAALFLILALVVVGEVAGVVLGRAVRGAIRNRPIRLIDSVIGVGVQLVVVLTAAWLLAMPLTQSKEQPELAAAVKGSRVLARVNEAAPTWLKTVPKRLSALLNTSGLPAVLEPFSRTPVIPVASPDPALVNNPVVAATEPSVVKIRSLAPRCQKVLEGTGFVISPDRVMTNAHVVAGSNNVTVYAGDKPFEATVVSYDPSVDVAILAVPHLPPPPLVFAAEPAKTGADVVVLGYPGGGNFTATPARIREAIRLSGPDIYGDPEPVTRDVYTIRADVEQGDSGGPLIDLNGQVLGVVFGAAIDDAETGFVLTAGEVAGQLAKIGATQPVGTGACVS
MazEF act: activators of E. coli MazEF toxin-antitoxin RNase, primary screen, biochemical, fluorescence, uHTS; Endoribonuclease toxin MazF (Escherichia coli (strain K12)), P0AE70; FAM/BHQ RNA-DNA oligo cleavage fluorescence, 5 h; activation, % at 20 µM; 350,000 compounds, 0.32% hits; AID 504720, 2011; in the data active = activation above about 50%
Target sequence (P0AE70 whole entry, looked up): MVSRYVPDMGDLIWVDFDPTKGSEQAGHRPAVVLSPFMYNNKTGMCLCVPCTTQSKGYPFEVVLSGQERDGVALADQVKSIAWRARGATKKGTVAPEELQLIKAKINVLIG
PriA SSB inh: inhibitors of Klebsiella pneumoniae PriA binding to SSB C-terminal tail, primary screen, biochemical, AlphaScreen | PriA–SSB C-terminal tail interaction (Klebsiella pneumoniae) | AlphaScreen SSBct-PriA binding, biotinylated peptide | inhibition, % at 33 µM | 430,000 compounds, 0.6% hits | AID 1272365, 2023; in the data active = inhibition mostly above about 37%, no sharp cut-off; inactive = mostly below about 20%;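 note: plate controls were negative control peptide for no effect and reference peptide for full effect; strong numbers were not always called active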
UGM FP inh: M. tuberculosis UGM enzyme inhibitors, primary screen, biochemical, fluorescence polarization, single point | purified UGM, fluorescence polarization probe displacement | inhibition, % at 10 µM | 320,000 compounds, 0.06% hits | AID 504406, 2011; in the data active = inhibition above about 10%, passing the limit was not always enough
BH1578 lux ind: inducers of Vibrio cholerae quorum light production without autoinducers, primary screen, BH1578 luxS cqsA deficient, single point. V. cholerae BH1578 lux reporter, luminescence, 6 h. activation, % at 18.7 µM. 350,000 compounds, 0.16% hits; in the data active = activation mostly above about 9.7%, no sharp cut-off; note: not every result past the cut was called active; inactives centre near 0; reference of the scale not given here
3CLpro inhibitor: SARS-CoV 3CLpro protease inhibitors, primary screen, biochemical, quenched FRET. recombinant SARS-CoV 3CLpro, quenched FRET peptide cleavage. Replicase polyprotein 1ab (Severe acute respiratory syndrome coronavirus), P0C6X7. 290,000 compounds, 0.14% hits. inhibition, % at 6 µM; in the data active = inhibition above about 12%
BioA inh: M. tuberculosis BioA enzyme inhibitors, primary screen, biochemical, plate reader, single point, HTS; purified M. tuberculosis BioA enzyme; 360,000 compounds, 0.096% hits; inhibition, % at 9.99 µM; in the data active = inhibition above about 40%
Numbers without * were called inactive; i = inactive; nt = not tested or not shown; + = active, no number; & = joins results of further samples. These rows are one share of the data. The share of hits here may be higher or lower than overall.

SMILES	Mtb FBA inh	DUSP3 inh	GDH-TPI counter	Rv3671c inh	MazEF act	PriA SSB inh	UGM FP inh	BH1578 lux ind	3CLpro inhibitor	BioA inh
COC(=O)CCCC1=CC2=CC(=O)C(C)(OC(=O)c3cccs3)C(=O)C2=CN1CCc1c[nH]c2ccccc12 (centres undefined)	5	38	18	-20	3	-1	2.6	2.2	nt	-1.7
CCn1cc(C(=O)NCCCOC(C)C)c(=O)c2cc(S(=O)(=O)N3CCC(C)CC3)ccc21	3	2	12	-7	-6	-8	0.7	-0.2	5	0.1
Cc1nc(SCC(=O)N(CC(C)C)C2CCS(=O)(=O)C2)c2c(C)c(C)sc2n1 (centres undefined)	0	nt	1	-1	-7	4	2.8	-1.9	nt	0.7
Cc1cn2c(-c3ccncc3)nnc2s1	9	1	-4	-2	-4	-10	2.0	i	-2	-5.2
Cc1ccc(CNC(=O)CCn2nc(-c3ccc(Cl)cc3)ccc2=O)cc1	1	14	7	7	-2	-8	-1.0	i	-3	-1.0
COc1cc(OC)nc(NC(=O)COC(=O)c2cccc(Cl)c2)n1	0	-11	8	+	-20	1	-0.3	-0.3	0	nt
CC(=O)c1ccc(NC(=O)c2ccc(-n3cnnn3)cc2)cc1	0	nt	8	nt	-6	-8	nt	-7.1	nt	nt
Cc1cc(C)c(C)c(S(=O)(=O)Nc2ccc(C(N)=O)cc2)c1C	0	11	11	3	2	-13	2.7	-0.4	-1	nt
CN(c1nc2ccccc2[nH]c1=O)C1CCCCC1	3	23	10	-8	33	-4	-0.1	i	-4	-1.4
CCN(CC)C(=O)c1cccc(NC(=O)c2ccccc2OCc2c(C)noc2C)c1	1	nt	-2	2	2	-4	-2.1	-1.2	nt	1.4
CCN(CC)S(=O)(=O)c1ccc(N2CCOCC2)c(NC(=O)c2c3c(nc4ccccc24)CCC3)c1	-3	1	20	0	0	-6	-1.9	-0.2	3	-1.7
O=C(NCc1ccccc1F)C1CCCN(C(=O)Nc2ccccc2)C1 (centres undefined)	-2	44	8	4	2	-4	-2.6	i	-4	-4.0
COCCNC(=O)Cn1cnc2sc(C)c(S(=O)(=O)N3CCN(c4ccccc4OC)CC3)c2c1=O	-1	10	3	2	12	13	-0.3	-0.5	3	-1.2
CCc1ccc(S(=O)(=O)N2CCCC(N3CCN(c4ccc(OC)cc4)CC3)C2)cc1 (centres undefined)	2	6	8	-11	5	17	0.7	i	3	0.1
O=C(CCc1nc2sc3c(c2c(=O)[nH]1)CCCC3)Nc1cccc(Cl)c1	1	nt	8	0	-44	-2	-0.4	7.0	nt	nt
CC(C)CN(Cc1c(O)ccc2c(=O)c(-c3ccccc3)coc12)CC(C)C	12	23	11	-8	-28	-20	0.1	3.8	-4	-2.7
OC(CCN1CCOCC1)c1ccccc1 (centres undefined)	0	0	14	8	5	-11	-2.4	i	-11	-2.6
O=C(CCc1nc(-c2ccccc2F)no1)NC1CCN(Cc2ccccc2)CC1	8	-10	1	3	-2	10	2.8	0.6	-5	0.9
COCCNC(=O)C1CCCN(C(=O)c2cccnc2Oc2ccccc2)CC1 (centres undefined)	2	nt	12	nt	nt	nt	nt	i	nt	-1.7
CS(=O)(=O)Nc1ccc(S(=O)(=O)N2CCOCC2)cc1	-4	5	-5	-1	1	-22	-0.2	4.6	4	-3.4
C=C1CCN([C@@H](Cc2ccccc2)C(=O)N2CCOCC2)S(=O)(=O)c2ccccc21	1	nt	3	0	0	2	-1.3	i	nt	0.0
COc1[nH]c(/N=C/c2ccccc2)c(C#N)c1C#N	-2	1	5	16	74*	nt	9.0	-0.2	-4	nt
CCOC(=O)c1c(CSc2ccccc2)n(C)c2ccc(O)cc12	-1	5	7	-8	0	-9	0.0	i	0	-2.1
COc1ccc(C(CNC(=O)COc2ccc(C)c(C)c2)N2CCCCC2)cc1 (centres undefined)	-1	11	4	-8	5	6	-1.2	-1.8	-1	0.5
CCOc1ccc(/C=C(/NC(=O)c2ccccc2)C(=O)NCCC(=O)O)cc1	2	30	0	-7	6	-11	2.8	i	5	nt

Carrying on:
SMILES	Mtb FBA inh	DUSP3 inh	GDH-TPI counter	Rv3671c inh	MazEF act	PriA SSB inh	UGM FP inh	BH1578 lux ind	3CLpro inhibitor	BioA inh
Cc1cccc(-n2ncc3c2CCCC3NC(=O)CCc2cccnc2)c1C (centres undefined)	0	8	5	6	-4	3	1.9	-12	5	1.4
COc1cc(/C=C/C(=O)OCC(=O)N2CCCc3ccccc32)ccc1OC(F)F	6	nt	2	4	-2	-7	-4.7	i	nt	0.9
CSCC[C@@H](C(=O)NCCCCCCCCCCC(=O)N1CCN(C(=O)OC(C)(C)C)CC1)n1cc(CCO)nn1	6	nt	-3	-3	3	7	-0.5	-0.4	nt	0.4
CCOc1cccc(NC(=O)C(Cc2cccs2)c2nn[nH]n2)c1 (centres undefined)	4	23	2	-4	-1	-10	-2.8	11	0	nt
Cc1noc(NS(=O)(=O)c2ccc(NC(=O)c3nn(-c4ccc(F)cc4)ccc3=O)cc2)c1C	-1	21	32*	-3	3	1	2.1	-0.5	4	7.9
Cc1oc2c(c(C)cc3oc(=O)c(CC(=O)NCC(=O)NCC(=O)NCC(C)O)c(C)c32)c1C (centres undefined)	24	-20	-1	nt	7	-4	3.7	i	1	-0.9
COc1ccc(C(CNC(=O)c2ccc3c(c2)OCCO3)N(C)C)cc1 (centres undefined)	0	29	0	-7	8	0	-0.6	-0.6	-1	0.1
CCOc1cc(/C=N/NC(=O)COc2ccc(Cl)cc2)ccc1OS(=O)(=O)c1ccccc1	0	-21	3	-17	0	nt	-2.0	-0.3	5	0.7
CC(Cc1ccccc1Sc1ccc(O)cc1)N(C)C (centres undefined)	2	4	14	-1	1	nt	-1.3	i	1	nt
O=C(Nc1ccc(F)c(Cl)c1)C1CCN(c2ncnc3c2nc2n3CCCCC2)CC1	1	18	2	-8	8	-3	-0.8	-0.2	2	-0.4
COc1ccc(CNC(=O)C/C(C)=N/NC(=O)COc2cccc(C)c2)cc1	4	26	-14	9	-2	nt	-3.8	-1.8	1	0.2
COc1ccc(-n2c(-c3ccc(Br)cc3)c[n+]3c2SC(C)C3)cc1 (centres undefined)	-4	19	5	11	11	3	-2.6	-0.5	-3	nt
CCOC(=O)c1cc(-c2ccccc2)n(CCC(=O)NC(C)CC)c1C (centres undefined)	1	-12	9	1	1	-2	-0.1	i	1	-0.8
O=C(NNC(=S)NCC1CCCO1)c1ccc(S(=O)(=O)N2CCOCC2)cc1 (centres undefined)	2	-23	11	4	9	7	-1.2	-0.4	-1	nt
CCOC(=O)c1[nH]c2ccccc2c1NC(=S)Nc1cccc(C)c1C	7	0	-3	-5	5	-3	2.9	-0.1	2	2.0
Cc1ccc2cc(COC(=O)c3cccc([N+](=O)[O-])c3)c(=O)[nH]c2c1	0	17	9	-10	3	-3	1.5	-4.8	1	0.8
Cc1cc(-c2ccc(S(=O)(=O)N3CCN(c4cccc(C)c4C)CC3)s2)on1	3	13	10	-5	-3	-6	3.7	-2.1	4	0.1
Cc1ccc(NC(=O)Cn2ncn3c(cc4ccccc43)c2=O)cc1F	2	1	-3	-8	-7	8	-3.4	2.2	8	1.5
O=C(Nc1ccccc1)OCCOc1cccc(Br)c1	0	-16	-1	-4	-6	-16	0.4	0.0	0	0.7
O=C(C1CCCN(Cc2ccc(Cl)cc2)C1)N1CCCCC1 (centres undefined)	-2	23	-1	-13	4	7	0.7	i	-4	-1.5
Cc1ccc(-n2[nH]c(C)c(/C=N/NC(=O)c3ccc(O)cc3O)c2=O)cc1	8	6	23	28	-8	nt	5.7	i	8	1.3
Cc1nc(C)c(-c2ccc(SCC(=O)Nc3ccc(F)cc3F)nn2)s1	-1	14	2	4	3	2&-22	-0.8	-0.8	-1	-0.6
COc1ccc(CNC(=O)C2CCCN(S(=O)(=O)c3c(C)nn(C)c3C)C2)cc1 (centres undefined)	0	25	-10	-13	7	-4	-1.2	0.1	-6	1.9
O=C(COc1ccccc1)NC1CCS(=O)(=O)C1 (centres undefined)	0	0	2	5	-18	-8	1.9	-0.9	2	0.3
COC(=O)C(C)Oc1ccc(=O)[nH]n1 (centres undefined)	-4	-3	6	-8	6	3	-1.5	i	-3	0.2

Overlap with the part before: 5 entries, then new ones.
SMILES	Mtb FBA inh	DUSP3 inh	GDH-TPI counter	Rv3671c inh	MazEF act	PriA SSB inh	UGM FP inh	BH1578 lux ind	3CLpro inhibitor	BioA inh
Cc1ccc(-n2[nH]c(C)c(/C=N/NC(=O)c3ccc(O)cc3O)c2=O)cc1	8	6	23	28	-8	nt	5.7	i	8	1.3
Cc1nc(C)c(-c2ccc(SCC(=O)Nc3ccc(F)cc3F)nn2)s1	-1	14	2	4	3	2&-22	-0.8	-0.8	-1	-0.6
COc1ccc(CNC(=O)C2CCCN(S(=O)(=O)c3c(C)nn(C)c3C)C2)cc1 (centres undefined)	0	25	-10	-13	7	-4	-1.2	0.1	-6	1.9
O=C(COc1ccccc1)NC1CCS(=O)(=O)C1 (centres undefined)	0	0	2	5	-18	-8	1.9	-0.9	2	0.3
COC(=O)C(C)Oc1ccc(=O)[nH]n1 (centres undefined)	-4	-3	6	-8	6	3	-1.5	i	-3	0.2
Nc1nonc1C(=O)N/N=C/c1cccc([N+](=O)[O-])c1	-1	3	25	11	2	nt	-1.0	-0.4	-1	-0.5
COc1cccc(CN2CCN(Cc3ccc(C#CC(C)(C)O)s3)CC2CCO)c1 (centres undefined)	2	30	-2	1	-7	2	-4.2	i	2	0.7
O=C(Nc1cccc(C(F)(F)F)c1)C1Cc2c(-c3ccc(Cl)cc3)ccnc2O1 (centres undefined)	1	nt	-2	nt	nt	nt	nt	-0.7	nt	-0.9
Nc1c(-c2ccccc2)cnc2c(-c3ccccc3)cnn12	10	25	0	-9	2	-17	-1.2	-0.3	-10	1.7
CN1CCN(c2ncnc3c2ncn3[C@H]2CN(Cc3ccncc3)C[C@@H](CO)O2)CC1	3	nt	8	nt	nt	nt	nt	-0.4	nt	-0.7
Cc1ccc(S(=O)(=O)N2CCN(C(=O)CCN3C(=O)c4ccccc4C3=O)CC2)cc1C	1	-2	7	-2	2	-2	0.1	i	1	nt
COc1ccc(Cl)cc1C(=O)NCCCN1CCOCC1	0	-8	-1	0	6	-8	-1.2	-0.6	0	-1.8
Cc1nc(NS(=O)(=O)c2ccccc2)sc1NC(=O)Nc1ccccc1	0	-8	-3	-4	-6	6	3.8	-0.3	0	nt
CC(C)c1ccc(S(=O)(=O)N2CCN(CC(O)CN3CCOCC3)CC2)cc1 (centres undefined)	51*	nt	-1	9	7	-9	-0.4	-0.3	nt	0.6
CCN(CC)c1ccc(/C=C/C(=O)c2ccc(Br)cc2)cc1	-19	21	4	-28	i	-108	-6.8	i	-3	nt
COc1ccc(N(CC(=O)O)S(=O)(=O)c2c(C)n[nH]c2C)cc1	1	-11	2	3	1	-5	0.8	i	-1	nt
COc1ccccc1N1CCN(C(=O)CCNS(=O)(=O)c2ccc(Br)s2)CC1	0	28	-3	3	-7	4	-2.8	i	1	0.4
Cc1cc(C)n(-c2ccc(C(=O)OCc3ccccc3)cc2)n1	0	7	8	14	-5	-87	-4.3	i	-1	nt
CC(=O)NC(Cc1cnc[nH]1)C(=O)O (centres undefined)	4	8	10	-3	4	-25	0.8	0.1	6	0.4
